dFosB act: activators of delta FosB homodimer, primary screen, biochemical, fluorescence polarization, TAMRA-CDK5 oligo, single point; hit rate 0.99% among 340,000; purified delta FosB; percent of positive-control signal above neutral wells; activation, % at 25 µM; AID 493131, 2011; Protein FosB (Mus musculus), P13346;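 active means mean activation above about 17%, with every replicate also reaching it, limit read from the data, passing the limit was not always enough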;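 further: fluorescence polarization rise as delta FosB binds a TAMRA Cdk5 AP-1 oligo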
Target sequence (P13346 whole entry, looked up): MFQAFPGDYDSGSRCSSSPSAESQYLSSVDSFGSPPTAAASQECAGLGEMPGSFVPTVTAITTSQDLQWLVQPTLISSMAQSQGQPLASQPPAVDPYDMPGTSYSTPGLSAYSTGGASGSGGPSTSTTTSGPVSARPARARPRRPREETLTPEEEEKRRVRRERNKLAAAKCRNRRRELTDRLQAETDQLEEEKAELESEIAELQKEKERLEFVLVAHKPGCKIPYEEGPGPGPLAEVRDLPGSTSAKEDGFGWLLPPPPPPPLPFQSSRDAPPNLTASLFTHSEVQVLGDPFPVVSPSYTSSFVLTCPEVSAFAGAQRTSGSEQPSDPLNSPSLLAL
PfHsp90 set2: growth inhibition of PfHsp90-expressing yeast, primary screen, antimalarial PfHsp90 inhibitor project, S. cerevisiae, BacTiter-Glo luminescence, single point, set 2. hit rate 0.32% among 310,000. AID 504621, 2011. inhibition, % at 9.4 µM. BacTiter-Glo ATP, 48 h; yeast lacking PDR1 and PDR3 efflux regulators;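 active means every replicate shows inhibition above about 80%, whatever the replicate mean, limit read from the data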;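 further: 0% = DMSO neutral controls and 100% = 20 µM radicicol positive controls; yeast relying on Plasmodium falciparum Hsp90 in place of its own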
SR-BI DiI inh: inhibitors of SR-BI mediated HDL lipid uptake, primary screen, ldlA[mSR-BI] cells, fluorescence, single point; AID 488896, 2010; hit rate 0.96% among 320,000; Scavenger receptor class B member 1 (Mus musculus), Q61009; inhibition, % at 12.5 µM; ldlA[mSR-BI] CHO cells, DiI-HDL uptake fluorescence, 3 h;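 active means mean replicate inhibition of at least 70% and a set share of replicates each scoring 70 or more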;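 further: 0% = median of neutral control wells and 100% = median of positive control wells; values of inactives mirror those of a sister screen read the other way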
Target sequence (Q61009 whole entry, looked up): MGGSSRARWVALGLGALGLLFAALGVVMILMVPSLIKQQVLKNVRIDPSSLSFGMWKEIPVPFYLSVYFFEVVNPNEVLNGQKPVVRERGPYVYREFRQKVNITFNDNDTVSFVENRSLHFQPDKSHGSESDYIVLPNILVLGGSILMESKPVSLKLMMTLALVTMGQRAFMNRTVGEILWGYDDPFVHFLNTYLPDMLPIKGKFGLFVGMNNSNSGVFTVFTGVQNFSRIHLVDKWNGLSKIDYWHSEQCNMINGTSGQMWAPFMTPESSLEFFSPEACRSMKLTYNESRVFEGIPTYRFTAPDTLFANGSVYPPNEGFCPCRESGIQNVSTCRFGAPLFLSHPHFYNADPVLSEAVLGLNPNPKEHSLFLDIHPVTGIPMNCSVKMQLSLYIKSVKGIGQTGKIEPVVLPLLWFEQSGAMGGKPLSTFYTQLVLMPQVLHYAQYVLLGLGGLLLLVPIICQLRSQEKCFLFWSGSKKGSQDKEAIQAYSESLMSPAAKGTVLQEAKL
Rtt109 Vps75: inhibitors of C. albicans Rtt109/Vps75 HAT, primary screen, biochemical, ThioGlo CoA-SH fluorescence, plate reader. Histone acetyltransferase RTT109 (Candida albicans (strain SC5314 / ATCC MYA-2876)), …. inhibition, % at 34.9 µM. hit rate 0.16% among 330,000. purified Rtt109/Vps75, 4 h;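 active means inhibition of at least 50% in every replicate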
PvdQ inh: P. aeruginosa PvdQ acylase inhibitors, primary screen, biochemical, fluorescence, plate reader and imaging, single point; PvdQ acylase [Pseudomonas aeruginosa LESB58]; AID 488965, 2010; purified PvdQ acylase; inhibition, % at 10 µM; hit rate 0.063% among 340,000; in the data active means inhibition above about 30%, passing the limit was not always enough;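 further: 0% = vehicle neutral wells and 100% = reference inhibitor wells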
CAL PDZ FP-1: CAL PDZ peptide-binding inhibitors, primary screen, biochemical, fluorescence polarization, Cer-tagged CAL PDZ, HTS. Golgi-associated PDZ and coiled-coil motif-containing protein (Homo sapiens), Q9HD26. purified CAL PDZ, TMR-peptide fluorescence polarization, 1 h. inhibition, % at 20 µM. AID 504414, 2011. hit rate 0.02% among 330,000;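 active means highest replicate inhibition of at least 40%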;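 further: plate controls were DMSO neutral control wells for no effect and unlabeled competitor peptide control wells for full effect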
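System: purified tagged CAL PDZ domain construct (CerCALP). Schedule: 1 h incubation at room temperature before polarization reading. Medium: 25 mM sodium phosphate pH 7.4, 150 mM NaCl, TCEP, IgG, Thesit. Read-out: percent inhibition from loss of millipolarization. Measured by: FP readout, S and P plane fluorescence. Probe or stimulus: fluorescent TMR peptide probe.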
NSD2 inh: NSD2 histone methyltransferase inhibitors, primary screen, biochemical, AlphaScreen, single concentration, set 2; NSD2 peptide methylation, 120 min; inhibition, % at 12.5 µM; hit rate 0.54% among 310,000; in the data active means inhibition above about 50%
SR-BI uptake up: activators of SR-BI mediated DiI-HDL uptake, primary screen, ldlA[mSR-BI] CHO cells, DiI fluorescence | AID 504775, 2011 | hit rate 0.096% among 320,000 | activation, % at 12.5 µM | 3 h; 100 = double the neutral-control signal;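 active means mean replicate activation of at least 60% and every replicate at or above 60%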;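 further: 0% = median plate neutral-control signal and 100% = twice that signal; values of inactives mirror those of a sister screen read the other way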
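Test system: SR-BI-overexpressing, LDLR-lacking CHO cells; Also added: labelled HDL, 10 µg/mL; Measured by: bottom-read cell fluorescence after medium removal, ex 550/em 595 nm; Timing: 3 h uptake period with compound, 37 °C; Buffer or medium: F12, 0.5% BSA, 25 mM HEPES; Doses: single compound concentration, delivered by pin transfer.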
CAL PDZ FP-2: untagged CAL PDZ binding inhibitors, primary screen, biochemical, fluorescence polarization, HTS. AID 602252, 2012. inhibition, % at 24.9 µM. purified CAL PDZ, TMR-peptide fluorescence polarization, 1 h. Golgi-associated PDZ and coiled-coil motif-containing protein (Homo sapiens), Q9HD26. hit rate 0.92% among 300,000;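 active means mean inhibition of at least 30% with at least half of replicates also reaching 30%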;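 further: 0% = DMSO neutral control and 100% = excess unlabeled competitor peptide PRC23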
MITF TRPM1 HTS: activators of MITF-driven TRPM1 promoter reporter, primary screen, cell-based, SK-MEL-5, luciferase, single point | AID 588334, 2011 | hit rate 0.75% among 300,000 | SK-MEL-5 TRPM1-promoter luciferase, 24 h; % of positive control, neutral wells = 0 | activation, % at 12.5 µM;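 active means mean activation of at least 80% with every replicate also reaching 80%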;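 further: 0% = neutral control wells and 100% = parthenolide positive control wells; values of inactives mirror those of a sister screen read the other way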
Active calls of the source: *; / = not tested or not shown.

Letter code: A = dFosB act; B = PfHsp90 set2; C = SR-BI DiI inh; D = Rtt109 Vps75; E = PvdQ inh; F = CAL PDZ FP-1; G = NSD2 inh; H = SR-BI uptake up; I = CAL PDZ FP-2; J = MITF TRPM1 HTS
1: COc1ccc(S(=O)(=O)NCc2cccnc2)cc1C(=O)Nc1ccccc1
  A: -7	B: 0	C: 8	D: 0	E: -12	F: -0.7	G: -2	H: -8	I: -5	J: -14

2: Brc1c(C[n+]2ccccc2)nc2ccccn12
  A: 4	B: -1	C: -5	D: -6	E: -13	F: -0.4	G: /	H: 5	I: /	J: /

3: CSc1nc(N)nc2c1ncn2C1OC(CO)C(O)C1O (configuration not stated)
  A: 6	B: -19	C: -9	D: 10	E: -7	F: -0.7	G: -2	H: 9	I: 2	J: -7

4: C=CCc1cc(Cl)ccc1OCCOCCN(C)C
  A: -9	B: 9	C: -23	D: -6	E: -7	F: 0.8	G: 4	H: 32	I: 8	J: 7

5: CC(C)Cn1c(=O)c(CCC(=O)Nc2ccc(N3CCOCC3)cc2)nc2cc(Cl)ccc21
  A: -7	B: -11	C: 21	D: 20	E: 8	F: 0.2	G: 1	H: -21	I: -2	J: 5

6: COc1cccc(N(CC(=O)Nc2cccc(C(C)=O)c2)S(C)(=O)=O)c1
  A: -8	B: -4	C: -27	D: 5	E: -16	F: 0.6	G: 2	H: 27	I: -6	J: 10

7: O=C(c1ccco1)N1CCN(C(=O)c2cc3sccc3n2Cc2ccccc2)CC1
  A: -7	B: 2	C: 7	D: -3	E: -11	F: /	G: 5	H: -7	I: -1	J: -9

8: CCOC(=O)c1ccc(NC(=O)c2ccc[n+]([O-])c2)cc1
  A: -3	B: -1	C: /	D: 10	E: 9	F: -3.2	G: -5	H: /	I: 6	J: 0

9: CCOC(=O)C1CCN(Cc2ccc(C(=O)OC)cc2)CC1
  A: -8	B: -3	C: -21	D: -1	E: -4	F: -2.7	G: 2	H: 21	I: 0	J: -1

10: O=C(NC1CCCC1)C(c1ccncc1)N(C(=O)c1csnn1)c1ccccc1F (configuration not stated)
  A: 10	B: -12	C: -11	D: -4	E: -17	F: -0.3	G: 1	H: 11	I: /	J: -3

11: COc1ccc(NC(=O)C(=O)NNC(=O)COc2ccc(OC)cc2)cc1
  A: -8	B: 10	C: -3	D: 2	E: -5	F: -0.9	G: -5	H: 3	I: -4	J: -9

12: CC1CCCCC1NC(=O)C1CCC(CNS(=O)(=O)c2cccc3cccnc23)CC1 (configuration not stated)
  A: -2	B: 10	C: 1	D: -13	E: -2	F: -3.0	G: 6	H: -1	I: -4	J: -1

13: COc1ccc(NC(=O)C(CC(C)C)NS(=O)(=O)c2ccc3c(c2)CCN3C(C)=O)cc1OC (configuration not stated)
  A: -6	B: -7	C: 19	D: 4	E: -15	F: -3.0	G: -2	H: -19	I: /	J: -1

14: O=C(Cn1cccc1C(=O)c1ccccc1)NCc1ccc(Cl)cc1
  A: -4	B: 16	C: -19	D: -4	E: -6	F: -1.1	G: -2	H: 19	I: /	J: -8

15: O=C(c1ccc(OC2CCN(Cc3ccc(F)cc3)CC2)cc1)N1CCCC1
  A: -8	B: 4	C: 19	D: 5	E: 11	F: -2.7	G: 5	H: -19	I: 5	J: 2

16: Cc1nc2ccccc2c(C)c1C(=O)c1ccccc1
  A: -1	B: -23	C: -2	D: 4	E: -21	F: -0.4	G: 3	H: 2	I: 1	J: 2

17: CCOc1ccccc1CN1CCN(Cc2nc3ccccc3s2)CC1CCO (configuration not stated)
  A: -3	B: /	C: 5	D: 15	E: 8	F: -1.9	G: 2	H: -5	I: -3	J: 6

18: C=CCN1C=CC(=O)[C@@H](OC(=O)Nc2ccc(Br)cc2)[C@H]1c1ccccc1Br
  A: -11	B: 3	C: 12	D: 4	E: -6	F: -0.2	G: /	H: -12	I: -4	J: -1

19: COc1ccc(-c2nnc(NC(=O)C3=COCCO3)o2)cc1
  A: 2	B: 17	C: -17	D: -2	E: 9	F: -2.6	G: 1	H: 17	I: -2	J: 11

20: COC(=O)Cc1cc(=O)n2[nH]c(SC)nc2n1
  A: -6	B: -17	C: -30	D: -1	E: -6	F: -0.5	G: 1	H: 30	I: 5	J: -9

21: COc1ccc(CCN2C(=O)C(O)=C(C(C)=O)C2c2ccccc2OC)cc1OC (configuration not stated)
  A: -3	B: 10	C: -4	D: 12	E: 18	F: -0.6	G: -2	H: 4	I: -2	J: -9

22: COC(=O)C(c1ccccc1)N(Cc1cccc(CN(C(C(=O)OC)c2ccccc2)S(C)(=O)=O)c1)S(C)(=O)=O (configuration not stated)
  A: -6	B: 18	C: -25	D: -11	E: -15	F: 0.2	G: /	H: 25	I: -2	J: 0

23: O=C(c1cc2cc(Br)cc(Br)c2oc1=O)N1CCCC1
  A: -7	B: 11	C: 1	D: -17	E: -11	F: -0.5	G: 0	H: -1	I: 5	J: /

24: Cc1c(C(=O)NCCC2=CCCCC2)oc2ccc(S(=O)(=O)N3CCOCC3)cc12
  A: -22	B: /	C: 58	D: -8	E: -8	F: -1.7	G: /	H: -58	I: -4	J: /

25: CCOC(=O)c1c(C)[nH]c(C(=O)CSc2ccccc2)c1C
  A: 4	B: 14	C: 0	D: -7	E: -11	F: -0.7	G: 1	H: 0	I: -3	J: 35

26: O=C(CNS(=O)(=O)c1c(F)cc(F)cc1Br)OCC(=O)N1CCCC1=O
  A: -1	B: -26	C: -12	D: 14	E: -11	F: -0.4	G: 0	H: 12	I: -2	J: -5

27: O=C(/C=C/c1c(Cl)nc2ccccn12)N1CCN(c2ccc(F)cc2)CC1
  A: 3	B: 7	C: 49	D: /	E: -17	F: -2.3	G: 0	H: -49	I: -4	J: -7

28: C=CCN(C(=O)c1csnn1)C(C(=O)NC(C)(C)C)c1ccncc1 (configuration not stated)
  A: 3	B: -16	C: -4	D: 1	E: -13	F: -0.4	G: -1	H: 4	I: /	J: 2

29: C/C(=N/NC(=O)c1ccc2c(c1)OCO2)c1ccc(NC(=O)c2ccc(F)cc2)cc1
  A: 43*	B: 18	C: 47	D: -13	E: -12	F: 0.7	G: 0	H: -47	I: -4	J: 49

30: O=C1C(c2ccnc3ccccc23)=C(O)c2ccccc21
  A: 5	B: 24	C: 5	D: -2	E: 2	F: -0.8	G: -1	H: -5	I: 2	J: -50

Ordered by length of the SMILES (lowest first): 3 of the compounds above
Letter code: A = dFosB act; B = PfHsp90 set2; C = SR-BI DiI inh; D = Rtt109 Vps75; E = PvdQ inh; F = CAL PDZ FP-1; G = NSD2 inh; H = SR-BI uptake up; I = CAL PDZ FP-2; J = MITF TRPM1 HTS
14: O=C(Cn1cccc1C(=O)c1ccccc1)NCc1ccc(Cl)cc1
  A: -4	B: 16	C: -19	D: -4	E: -6	F: -1.1	G: -2	H: 19	I: /	J: -8

18: C=CCN1C=CC(=O)[C@@H](OC(=O)Nc2ccc(Br)cc2)[C@H]1c1ccccc1Br
  A: -11	B: 3	C: 12	D: 4	E: -6	F: -0.2	G: /	H: -12	I: -4	J: -1

22: COC(=O)C(c1ccccc1)N(Cc1cccc(CN(C(C(=O)OC)c2ccccc2)S(C)(=O)=O)c1)S(C)(=O)=O (configuration not stated)
  A: -6	B: 18	C: -25	D: -11	E: -15	F: 0.2	G: /	H: 25	I: -2	J: 0

Further entries:
Letter code: A = dFosB act; B = PfHsp90 set2; C = SR-BI DiI inh; D = Rtt109 Vps75; E = PvdQ inh; F = CAL PDZ FP-1; G = NSD2 inh; H = SR-BI uptake up; I = CAL PDZ FP-2; J = MITF TRPM1 HTS
31: O=C(Oc1cccc2c(=O)[nH]ccc12)c1ccccc1
  A: -8	B: 37	C: -5	D: 3	E: -10	F: -1.0	G: 0	H: 5	I: -9	J: /

32: Cc1ccc(C(=O)OCC(=O)NC2CCCC2)cc1
  A: -1	B: -8	C: /	D: -2	E: -13	F: 0.8	G: -6	H: /	I: -2	J: 7

33: COc1ccc(/C=C/C(=O)O)cc1S(=O)(=O)N1CCC(C)CC1
  A: -5	B: -14	C: /	D: 0	E: 10	F: -2.5	G: 4	H: /	I: -1	J: 2

34: COc1ccc(-c2nc(-c3ccccc3)c(-c3cccs3)[nH]2)cc1OC
  A: -14	B: -8	C: 58	D: 2	E: -17	F: 0.4	G: 3	H: -58	I: -2	J: -13

35: Cc1ccsc1C(=O)Nc1nnc(-c2ccco2)o1
  A: 2	B: -17	C: 2	D: 4	E: -5	F: -1.1	G: -2	H: -2	I: 2	J: /

36: CC1(c2cccc(Br)c2)NC(=O)N(CC(=O)N2CCc3ccccc32)C1=O (configuration not stated)
  A: -12	B: 11	C: -13	D: 15	E: -2	F: -0.8	G: -2	H: 13	I: -4	J: 0

37: C=CCN1C(=O)c2ccc(C(=O)OCC(=O)N(C)C3CCCCC3)cc2C1=O
  A: -1	B: /	C: -27	D: -4	E: 5	F: -0.3	G: -2	H: 27	I: -4	J: 9

38: CC(=O)NC(Cc1cc(C)ccc1C)C(=O)N1CCN(C(=O)Nc2ccc(C(C)=O)cc2)CC1 (configuration not stated)
  A: -6	B: -26	C: -2	D: 27	E: 18	F: -3.7	G: 1	H: 2	I: -2	J: 11

39: CCOC(=O)C1CCCN(S(=O)(=O)c2cc(Br)cc3c2N(C(C)=O)CC3)C1 (configuration not stated)
  A: -2	B: 8	C: 1	D: -2	E: 10	F: -1.4	G: 0	H: -1	I: -1	J: -3

40: O=C1[C@H](Cc2ccccc2)NCCCC[C@@H](c2ccco2)N1Cc1ccccc1
  A: -9	B: 23	C: -1	D: -1	E: -3	F: -0.5	G: /	H: 1	I: 0	J: 6

41: Cc1ccc(-n2c(O)c(/C=N/NC(=O)C3COc4ccccc4O3)c3ccccc3c2=O)cc1 (configuration not stated)
  A: -4	B: 4	C: 5	D: 13	E: -10	F: -1.9	G: -3	H: -5	I: 1	J: -3

42: CC(=O)Nc1ccc(NC(=O)C2CCCN2/C=C/C(=O)C(F)(F)F)cc1 (configuration not stated)
  A: -1	B: 14	C: -18	D: -4	E: 2	F: 0.6	G: -5	H: 18	I: 3	J: -12
